Screening results deposited in PubChem BioAssay by several laboratories.
GSK3A inh = inhibitors of human GSK-3 alpha kinase | P49840 | ADP-Glo luminescence, 60 min | AID 2650 | hit rate 0.1% among 320,000 | inhibition, % at 10 µM;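 in the data active = inhibition above about 50%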;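 note: GST-tagged GSK-3 alpha with peptide substrate and 25 µM ATP; 0% = DMSO neutral wells and 100% = GW8510 positive control wells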
Target sequence (P49840 whole entry, looked up): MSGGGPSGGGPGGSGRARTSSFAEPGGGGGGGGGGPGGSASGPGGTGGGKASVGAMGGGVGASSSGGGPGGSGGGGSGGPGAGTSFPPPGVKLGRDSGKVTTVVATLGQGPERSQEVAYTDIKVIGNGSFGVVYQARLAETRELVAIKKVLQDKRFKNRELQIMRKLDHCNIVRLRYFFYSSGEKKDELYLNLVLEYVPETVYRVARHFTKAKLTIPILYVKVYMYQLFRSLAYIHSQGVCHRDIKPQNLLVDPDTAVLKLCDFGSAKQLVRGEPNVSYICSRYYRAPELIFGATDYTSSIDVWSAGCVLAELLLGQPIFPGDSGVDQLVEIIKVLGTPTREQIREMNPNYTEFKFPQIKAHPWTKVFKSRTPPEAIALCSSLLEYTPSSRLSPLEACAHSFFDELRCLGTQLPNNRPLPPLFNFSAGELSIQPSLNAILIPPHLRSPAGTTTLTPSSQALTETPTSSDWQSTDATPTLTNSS
KLF5 inh = kruppel-like factor 5 inhibition; DLD-1 KLF5 promoter-luciferase reporter, luminescence; inhibition, % at 5 µM; hit rate 0.23% among 290,000; AID 1700;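 active = inhibition above a per-plate limit of that plate's mean compound inhibition plus 3 SD, cut at about 60% in these data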;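 note: 0% = DMSO wells and 100% = LY294002 at 200 µM; higher means less KLF5 promoter-driven luciferase light; inactives centre near -14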
IEC-6 cytotox = IEC-6 cytotoxicity, counter-screen for KLF5 inhibitors. hit rate 0.78% among 290,000. inhibition, % at 5 µM. luminescence viability. AID 1825; in the data active = inhibition above about 22%;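 note: 0% = plate median of test compound wells and 100% = cytotoxic reference compound wells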
HSP90 inh = HSP90 refolding inhibition in rabbit reticulocyte lysate; luciferase refolding luminescence, 3 h; inhibition, % at 5.6 µM; hit rate 0.91% among 290,000; AID 1789;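 active = inhibition above the screen-wide mean plus 3 SD, computed separately per campaign, cut at about 16% in these data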;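 note: 0% = DMSO wells and 100% = 60 µM geldanamycin wells; inhibitors lower the luminescence because luciferase stays unfolded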
AI-2 QS modul = modulates the Vibrio harveyi AI-2 quorum sensing system; Vibrio harveyi JMH597 AI-2 luminescence/OD600 ratio, 9 h; stronger effect = lower value; strain lacks LuxN and CqsS sensors; 0 = neutral-control median; hit rate 0.4% among 300,000; activity change, % at 7.5 µM; in the data active = activity change below about -75%, passing the limit was not always enough; inconclusive = no clear call, values can overlap the other calls;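 note: luminescence divided by OD600 gain over 9 h not by final OD600 alone; inactives centre near 13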
HSF1 inh = HSF1 inhibition; NIH3T3-HGL HSE-luciferase, MG132-induced, luminescence 8 h; stronger effect = lower value; AID 2098; activity change, negative = inhibition, % at 7.5 µM (by protocol); hit rate 0.77% among 300,000;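 active = more than half of replicate wells show activity change below -50%, luminescence cut by over half; inconclusive = some wells, but at most half, below -50%; inactive = no replicate well below -50%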;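 note: luciferase reports HSF-1 transcriptional activity via heat shock element; 0% = median of DMSO wells and -100% = zero luminescence signal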
GSK3B inh = inhibitors of human GSK3beta kinase | GST-GSK3beta kinase, ADP-Glo luminescence, 60 min; stronger effect = lower value | activity score (negative = inhibition), % at 10 µM | hit rate 0.038% among 300,000;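 active = more than half of replicate wells score below -50%, meaning over 50% inhibition versus plate controls; inconclusive = some replicates but at most half score below -50%; inactive = no replicate scores below -50%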;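 note: 0% = median DMSO wells and -100% = median GW8510 positive control wells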
Target sequence (P49841 whole entry, looked up): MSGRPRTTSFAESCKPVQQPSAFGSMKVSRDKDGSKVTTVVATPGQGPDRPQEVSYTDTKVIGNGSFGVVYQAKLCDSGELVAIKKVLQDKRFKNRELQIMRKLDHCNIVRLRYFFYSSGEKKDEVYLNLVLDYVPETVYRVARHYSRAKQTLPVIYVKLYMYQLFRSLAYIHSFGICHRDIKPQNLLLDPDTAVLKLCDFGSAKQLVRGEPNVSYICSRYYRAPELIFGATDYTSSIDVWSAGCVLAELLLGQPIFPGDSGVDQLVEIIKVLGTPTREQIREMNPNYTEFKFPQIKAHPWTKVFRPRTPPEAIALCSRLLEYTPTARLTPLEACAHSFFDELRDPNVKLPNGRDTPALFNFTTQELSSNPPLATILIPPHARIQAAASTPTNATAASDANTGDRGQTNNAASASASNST
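Test system – GST-tagged human GSK3beta kinase, cell-free · Incubation – 60 min enzyme reaction, room temperature · Signal – ADP-Glo luminescence · Also added – peptide substrate and ATP at 25 µM · Controls – DMSO neutral wells and GW8510 at 20 µM as positive · Buffer or medium – Tris/MgCl2 kinase buffer · Measure – Luminescence-derived activity versus plate DMSO and GW8510 wells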
aSyn 5UTR inh = MLPCN primary screen, SNCA 5' untranslated region; alpha-synuclein 5'UTR reporter, inhibitor activity; inhibition, % (tested at 7.5 µM); hit rate 0.82% among 300,000; AID 1813; in the data active = inhibition above about 60%; inconclusive = no clear call, values can overlap the other calls;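 note: H4 neuroglioblastoma cells stably carrying SNCA 5'UTR luciferase fusion; 0% = DMSO wells and 100% = positive control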
PolyA inh = yeast polyadenylation inhibition | S. cerevisiae SKY197-pL101 polyadenylation reporter, beta-gal luminescence; efflux-impaired pdr1/pdr3 knockout yeast; score 100 = 6 SD above DMSO | hit rate 0.02% among 300,000 | calls only at 12 µM;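 active = lowest replicate activity score at least 50, where 100 means six control SD above control mean; inconclusive = lowest score under 50 but half or more replicates reach 50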;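 note: yeast exposed to compound for 9 h at 30 °C; higher score means more reporter readthrough which indicates perturbed polyadenylation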
HSF1 activator = increases HSF-1 driven luciferase reporter signal; NIH3T3-HGL HSF-1 luciferase reporter, MG132, 8 h; 100% = twice DMSO control signal; hit rate 1.7% among 300,000; AID 504408; activation, % at 9 µM;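 active = mean replicate activation of at least 50% with a set share of replicates each reaching 50%; inconclusive = only one of those two conditions met; inactive = mean below 50% and too few replicates reaching it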;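 note: 0% = median of the neutral control wells and 100% = twice that signal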
* = called active by the depositor; i = inactive; ? = inconclusive; / = not tested or not shown. Not all compounds are listed; the hit share may differ from the screen's.

compound,GSK3A inh,KLF5 inh,IEC-6 cytotox,HSP90 inh,AI-2 QS modul,HSF1 inh,GSK3B inh,aSyn 5UTR inh,PolyA inh,HSF1 activator
CN(CC(=O)Nc1ccc(F)cc1)C(=O)COC(=O)CSc1ccc(F)cc1,-1,/,/,/,13,-6,2,-7,i,1
COCCNCCOCCOc1ccc(Cl)c(C)c1,-3,-19,2,6,12,-12,0,-27,i,-8
CN(C)CCCNCCCNC(=O)c1ccncc1,-1,-20,2,-4,21,-6,-4,22,i,-18
NC(=O)c1cccn1Cc1cccc(Cl)c1,/,-18,-4,-1,21,-6,-2,-1,i,2
CCOC(=O)c1csc(NC(=O)c2ccc3c(c2)OCCO3)n1,1,-67,0,57*,-2,16,0,-79,i,26
O=C(OCC(=O)c1cccs1)C1=COCCO1,-1,-49,-4,-2,18,7,-1,-103,i,7
CCN1CCCCC(=N/O)/C(=N/O)CCCC1,-1,-20,1,1,19,-7,2,-8,i,1
CN(C)CCCNC(=S)NCCNc1nc2cc3c(cc2cc1C#N)OCO3,-1,-45,-4,-9,1,-5,-2,-13,i,6
Cc1ccc(C(=O)/C=C/c2ccccc2)o1,-2,-9,4,0,3,6,-1,-53,i,20
O=P(OC1CCS(=O)(=O)C1)(c1ccccc1)c1ccccc1 (centres undefined),-1,0,3,4,23,-6,3,4,i,-2
COc1cc(NC(=O)[C@@H](NC(=O)c2ccco2)C(C)C)c(OC)cc1NC(=O)c1ccccc1,-4,-9,-5,-5,9,-5,-3,12,i,11
CC(CC(=O)Nc1cccc(F)c1)S(=O)(=O)c1ccc2c(c1)NC(=O)CO2 (centres undefined),0,-17,-7,-5,26,2,-3,16,i,1
Cc1ccc(S(=O)(=O)Nc2ccccc2CNc2c(C)n(C)n(-c3ccccc3)c2=O)cc1,-1,-3,3,1,-6,15,1,23,i,6
CCOC(=O)C1(CCOc2ccccc2)CCN(Cc2ccc(O)cc2)CC1,0,-25,-4,-1,14,-1,1,-38,i,-7
NC(=O)C1CCN(C(=O)c2cn(-c3ccccc3)nc2-c2cccnc2)CC1,0,/,/,/,46,7,-1,9,i,32
O=C(CSc1ccc2nnc(-c3ccncc3)n2n1)Nc1ccc2c(c1)OCO2,1,-19,-6,-4,-6,0,1,-18,i,9
CCOC(=O)C1=C(C)S/C(=C\N(C)C)C1=O,0,-12,2,5,9,-2,0,-14,i,-1
CC(CCc1ccccc1)NC(=O)c1cncc(Br)c1 (centres undefined),-2,-44,-1,2,15,-5,2,1,i,0
CC(C)c1ccc(NC(=O)C2CC(=O)N=C(N)S2)cc1 (centres undefined),-2,-11,-3,0,26,-4,-2,-4,i,-9
CC(C)CN(C(=O)COC(=O)c1ccc([N+](=O)[O-])s1)c1c(N)n(Cc2ccccc2)c(=O)[nH]c1=O,2,/,/,/,57,12,0,-3,i,12
NC(=O)CC(NC(=O)c1cccc(Br)c1)c1ccc(N2CCC(N3CCCC3)CC2)c([N+](=O)[O-])c1 (centres undefined),0,/,/,/,3,2,3,11,i,-8
Cc1nn(-c2ccccc2)c2nc(C(Cl)(Cl)Cl)[nH]c(=O)c12,-2,-24,-1,1,13,-4,-2,7,i,-12
CCOC(=O)C1=C(N)OC(C)=C(C#N)C1c1ccco1 (centres undefined),-5,-18,-6,-2,22,4,1,-9,i,40
CN(Cc1ccccc1)CC(O)COc1ccc(CNCc2cccnc2)cc1 (centres undefined),-1,-2,-8,-3,17,2,0,-11,i,-5
COC(=O)c1cc2ccsc2n1Cc1nc(-c2cccc(Cl)c2)oc1C,-1,-6,-3,-1,7,0,4,5,i,9
FC(F)(F)c1nnc2n1N=C(c1ccccc1)CS2,-2,-5,-5,1,16,-2,1,18,i,-8
COc1nc(C)ccc1-c1noc(-c2ccco2)n1,1,-158,-1,19*,16,31,0,-124,i,47
Cc1[nH]nc(SCC(=O)N2CCCCC2)c1[N+](=O)[O-],/,-49,1,9,18,-2,-1,-92,i,-13
COc1cccc(N2CC(C(=O)Nc3nnc(SCc4ccccn4)s3)CC2=O)c1 (centres undefined),-2,-7,-1,2,22,-10,3,19,i,3
COc1cccc(NC(C)=[N+](C)CCNS(=O)(=O)c2ccc(Cl)cc2)c1,2,-17,2,-1,0,-5,0,-156,i,-9
O=C(CCCC(=O)N(CC(=O)NC1CCCCC1)c1ccc(F)cc1)Nc1ccccn1,0,-2,2,-4,9,7,-4,2,i,34
CCOC(=O)CCCNc1ccc([N+](=O)[O-])cc1[N+](=O)[O-],3,-1,3,-1,19,2,2,3,i,4
Cn1c(N)c(C(=O)COC(=O)CN2C(=O)c3ccccc3C2=O)c(=O)n(C)c1=O,0,-2,-1,1,21,-1,-2,0,i,10
O=C(/C=C/c1ccccc1)NCCc1ccc2c(c1)OCCO2,/,-36,-6,5,-74,6,0,11,i,4
CCOc1ccc(C2NC(=O)c3sc(=S)n(-c4ccccc4)c3N2)cc1 (centres undefined),0,-28,-1,-1,3,11,-1,-14,i,6
COc1ccc(C2CC(=O)NC3=C2C(=O)CCC3)cc1Cl (centres undefined),-1,-125,-2,-1,19,6,1,-12,i,13
O=C(Nc1nc(=S)ss1)c1ccc(Cl)cc1Cl,-1,-37,-3,0,-12,-1,-2,-6,i,21
COc1ccccc1NC(=O)Cn1nnc(C(=O)NCc2cccs2)c1N,-2,56,79*,2,18,-31,2,86*,i,-30
CC(C)CCn1c(-c2nonc2N)nc2ccccc21,6,13,7,4,24,-17,-1,13,i,-32
CCN(CC(=O)NCc1ccncc1)S(=O)(=O)c1cc(Cl)ccc1Cl,5,4,4,1,-10,1,-3,-10,i,0
C=CCOCCN1C(=O)C2C(c3ccccc3)C=CC(c3ccccc3)C2C1=O (centres undefined),1,-38,3,1,-9,-1,-1,-6,i,23
Cn1c(SCC(=O)c2c(N)n(C)c(=O)n(C)c2=O)nnc1-c1ccccc1F,1,1,-2,-3,21,6,0,0,i,-8
c1coc(C2OCC3(CO2)COC(c2ccco2)OC3)c1 (centres undefined),0,5,2,0,-9,-7,-1,-10,i,1
Brc1ccccc1C1CC(c2ccccc2)=Nc2ccccc2N1 (centres undefined),0,-1,-6,-7,26,19,-1,-203,i,46
CCn1c(C)c(C)c2cc(C(=O)N3CCCC3)ccc21,-2,-1,2,1,16,-3,-3,4,i,2
O=C(NNc1ccc(Cl)nn1)c1ccc(Cl)cc1,0,-6,1,3,20,2,3,-2,i,2
Cc1c(Cl)cccc1Nc1nc(N)nc(CN2CCCCCC2)n1,0,-9,0,6,19,-1,-2,-12,i,1
O=C(NCC1CCCO1)C(=O)NCC1CCCN1S(=O)(=O)c1ccccc1 (centres undefined),-2,/,/,/,18,-1,-1,-4,i,5
Cc1ccc(C)c(NC2=NC3(CCCCC3)N=C(N)N2)c1,-2,-29,-1,5,22,7,0,-8,i,-2
CCN1C(=O)S/C(=C/c2ccc(Oc3ccc([N+](=O)[O-])cn3)c(OC)c2)C1=O,/,-20,-1,-1,15,5,-1,1,i,11
NC(=O)c1cc2c(s1)-c1cc(Cl)ccc1SC2,4,-6,4,2,9,-4,0,24,i,-6
O=C(NCc1ccccn1)C1CCN(S(=O)(=O)N2CCC3(CC2)OCCO3)CC1,-2,1,-5,-1,17,-14,2,10,i,-30
COC(=O)[C@@]12CCCCN1[C@H](c1ccc(-c3cc(C(C)=O)cs3)cc1)[C@H]1C(=O)N(C)C(=O)[C@H]12,-3,/,/,/,8,-1,-1,15,i,-10
O=C(Nc1ccccc1)Nc1ccc(Cl)nc1Cl,-3,/,/,/,-3,20,-5,-93,i,12
CCOC(=O)c1ccc2c(c1)n(CC)c(/C=C/N(C)c1ccccc1)[n+]2CC,3,-24,-2,-5,6,-12,0,9,i,-7
COc1cc(/C=C/C(=O)OCC(=O)NC(=O)NC(C)(C)C)cc(OC)c1OC,1,-11,-4,-1,20,2,-3,5,i,-4
Cc1cc(C(=O)OCC(=O)NC(C)(C)C)c2ccccc2n1,-2,12,0,2,30,1,1,-13,i,13
OCCC1CN(CC2CCCCC2)CCN1CC1CCCCC1 (centres undefined),-3,-21,-2,-3,13,-1,5,-7,i,6
CCN1CCN(c2ncnc3c2c(-c2ccccc2)cn3-c2ccc(F)cc2)CC1,-1,-7,4,7,32,1,1,-19,i,-3
CC(C)(C)n1nnnc1C(c1ccc(Cl)cc1)N(Cc1cccnc1)Cc1ccco1 (centres undefined),9,-9,5,3,35,?,4,5,i,-34

Continued.
compound,GSK3A inh,KLF5 inh,IEC-6 cytotox,HSP90 inh,AI-2 QS modul,HSF1 inh,GSK3B inh,aSyn 5UTR inh,PolyA inh,HSF1 activator
CCc1nnc(NS(=O)(=O)c2ccc(NC(=O)Nc3ccc(OC)cc3)cc2)s1,-2,-3,-4,-7,37,-6,3,8,i,8
Cc1cc(Nc2ccc(Br)cc2)nc(-c2ccccc2O)n1,-1,-21,5,-5,11,2,1,0,i,5
O=C(CCN1C(=O)C2C3C=CC(C3)C2C1=O)NCCN1CCCc2ccccc21 (centres undefined),-3,-6,-2,-1,14,3,0,-4,i,16
C/C(=C(\C#N)C(=O)NCCN1CCOCC1)N(C)C,-2,-20,0,4,13,-2,-1,-7,i,-9
COc1ccc(-c2c(C3=CCCCC3)oc3ccc(-c4ccc5c(c4)OCO5)cc23)cn1,-1,/,/,/,19,19,-2,9,i,21
CCC(=O)N1CCc2cc(S(=O)(=O)NC(C(=O)N3CCc4ccccc4C3)C(C)C)ccc21 (centres undefined),4,39,-6,0,/,/,/,/,/,/
CCOC(=O)N1CCC(N2Cc3cccc(C(=O)Nc4ccc(N(CC)CC)cc4C)c3C2=O)CC1,1,2,0,-1,9,0,3,3,i,-2
CCC(NC(=O)NNC(=O)c1ccncc1)(C(F)(F)F)C(F)(F)F,0,-12,1,5,10,9,-1,-1,/,28
CCC(C(=O)NC(CC(=O)O)c1ccc(Cl)cc1)c1ccccc1 (centres undefined),-5,-11,-1,-7,82,-1,-2,-11,i,35
Cc1ccccc1CN(c1ccc(C(=O)N2CCc3ccccc3C2)cc1)S(C)(=O)=O,0,3,-6,0,2,2,0,-12,i,-4
COCCCNC(=O)c1ccc2c(=O)n(Cc3ccc(Cl)cc3)c(=S)[nH]c2c1,1,-27,2,-1,32,-9,0,11,i,0
COc1cccc(-c2nc(-c3ccccc3)c(-c3ccccc3)[nH]2)c1OCC(=O)O,1,-44,-5,-3,10,-8,3,-12,i,15
